Assay outcomes from PubChem.
NR5A2 inv ag – inverse agonists of human LRH-1 (NR5A2) | O00482 | HEK293T StAR-luciferase reporter, LRH-1 transfected, 24 h | inhibition, % at 3.6 µM | 0.13% of 360,000 active | AID 602396;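 active = inhibition above the mean inhibition of all tested compounds plus 3 SD, cut at about 73% in these data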;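 also: 0% = DMSO wells and 100% = reporter-only cells lacking LRH-1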
Target sequence (O00482 whole entry, looked up): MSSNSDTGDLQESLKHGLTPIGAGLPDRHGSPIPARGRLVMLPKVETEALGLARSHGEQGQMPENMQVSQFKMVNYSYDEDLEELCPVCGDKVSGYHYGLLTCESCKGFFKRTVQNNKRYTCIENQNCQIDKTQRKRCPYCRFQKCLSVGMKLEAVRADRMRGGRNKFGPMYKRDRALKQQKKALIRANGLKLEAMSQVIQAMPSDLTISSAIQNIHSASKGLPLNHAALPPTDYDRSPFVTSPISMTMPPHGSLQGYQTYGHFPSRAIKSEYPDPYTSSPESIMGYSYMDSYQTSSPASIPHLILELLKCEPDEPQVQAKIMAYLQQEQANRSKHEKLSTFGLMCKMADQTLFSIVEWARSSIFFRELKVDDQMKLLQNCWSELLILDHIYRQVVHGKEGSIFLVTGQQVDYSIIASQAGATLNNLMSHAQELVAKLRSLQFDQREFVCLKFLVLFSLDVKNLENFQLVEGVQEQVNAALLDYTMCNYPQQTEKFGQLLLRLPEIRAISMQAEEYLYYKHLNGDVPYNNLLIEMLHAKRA
COUP-TFII inh – NR2F2 (human) inhibition, primary screen | 0.7% of 370,000 active | P24468 | inhibition, % at 8.6 µM | HEK293T NGFI-A luciferase reporter, luminescence;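 active = inhibition above a per-plate cutoff, mean inhibition of test wells between control levels plus 3 SD, cut at about 38% in these data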;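 also: cells cotransfected with COUP-TFII expression vector driving the NGFI-A reporter; 0% = median of COUP-TF2 test wells and 100% = reporter-only cells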
Target sequence (P24468 whole entry, looked up): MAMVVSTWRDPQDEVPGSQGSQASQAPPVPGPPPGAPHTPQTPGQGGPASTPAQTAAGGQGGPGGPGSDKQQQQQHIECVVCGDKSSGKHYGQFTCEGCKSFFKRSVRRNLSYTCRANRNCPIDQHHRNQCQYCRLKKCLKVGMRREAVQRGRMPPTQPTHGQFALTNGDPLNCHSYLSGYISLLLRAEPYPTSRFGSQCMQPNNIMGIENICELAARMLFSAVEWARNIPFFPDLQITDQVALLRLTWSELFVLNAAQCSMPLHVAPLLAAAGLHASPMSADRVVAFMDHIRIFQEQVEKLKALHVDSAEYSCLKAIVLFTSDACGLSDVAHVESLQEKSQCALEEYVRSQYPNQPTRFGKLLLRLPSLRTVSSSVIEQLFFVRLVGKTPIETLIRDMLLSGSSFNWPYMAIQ
NOD2 RIPK2 PPI – inhibitors of human NOD2-RIPK2 interaction | inhibition, % at 4.98 µM | 0.38% of 360,000 active | AID 624267 | CHO BLA complementation NOD2-RIPK2, CCF4 ratio; in the data active = inhibition above about 21%;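 also: 0% = vehicle only and 100% = reference blocker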
EBV LMP1 NFkB – reduces LMP1-driven NF-kappaB luciferase signal; LMP1-induced NF-kappaB luciferase reporter cells, luminescence; 0.69% of 350,000 active; inhibition, % at 12.5 µM; AID 504558; in the data active = inhibition above about 41%;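 also: 0% = neutral control wells and 100% = reference inhibitor control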
MC4R antag cAMP – blocks human MC4R cAMP signaling; P32245; MC4R-expressing cells, MTII-stimulated cAMP, LANCE TR-FRET; inhibition, % at 6.5 µM; 0.48% of 360,000 active; AID 540295;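 active = inhibition above its plate's cutoff, the mean of tested wells on that plate plus 3 SD, cut at about 29% in these data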;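 also: 0% = Melanotan II alone and 100% = Melanotan II plus saturating MCL0020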
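Assay system: U2OS cells stably expressing human melanocortin 4 receptor (MC4R) / Dosing: 6.5 µM / Timing: compound 30 min, challenge 1 h, detection 1 h / Measured by: Eu-cAMP/anti-cAMP TR-FRET, emission 671 nm / Replicates: singlicate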
NCOA3 inh – inhibits human SRC3 coactivator; AID 588352; Q9Y6Q9; 0.17% of 360,000 active; inhibition, % at 3.6 µM; HEK293 GAL4-SRC3 luciferase reporter, luminescence;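 active = inhibition above a per-campaign cutoff, the mean of all compounds plus 3 SD, cut at about 60% in these data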;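 also: 0% = DMSO-treated cells and 100% = gossypol-treated cells at 36 µM; higher means less SRC3-driven luciferase light from the GAL4 reporter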
MC4R ag barr – agonists of human melanocortin 4 receptor (MC4R) beta-arrestin. P32245. U2OS MC4R beta-arrestin complementation, luminescence; percent of melanotan II response, DMSO zero. activation, % at 8.9 µM. 0.98% of 360,000 active. AID 540308;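 active = activation above a per-plate cutoff, the mean activation of sample wells on that plate plus 3 SD, cut at about 8% in these data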
TLR9-MyD88 inh – blocks human TLR9 binding to MyD88; CHO BLA complementation TLR9-MyD88, CCF4 FRET ratio; 0.21% of 340,000 active; AID 504734; Q9NR96+Q99836; inhibition, % at 4.98 µM;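 active = inhibition above the mean over all tested compounds plus 3 SD, cut at about 21% in these data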;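 also: 0% = DMSO only wells and 100% = clavulanate BLA inhibitor control wells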
NCOA1 inh – human NCOA1 inhibition | Q15788 | HEK293 GAL4-SRC1 luciferase reporter, luminescence | inhibition, % at 3.6 µM | 0.12% of 360,000 active | AID 588354;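 active = inhibition above the campaign mean plus 3 SD, with each screening campaign given its own cutoff, cut at about 60% in these data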;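 also: 0% = DMSO treated cells and 100% = gossypol at 36 µM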
ABHD5-PLIN5 inh – blocks binding of human ABHD5 to perilipin-5; inhibition, % at 4 µM; Split G. princeps luciferase complementation, luminescence, 4 h; Q00G26+Q8WTS1; AID 602281; 0.78% of 360,000 active;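 active = inhibition above the mean inhibition across every tested compound plus 3 SD, cut at about 22% in these data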;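 also: 0% = DMSO only wells and the 100% control is not disclosed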
SRC2 inh – inhibits human steroid receptor coactivator 2; Q15596; HEK293 GAL4-SRC2 luciferase reporter, luminescence; inhibition, % at 9 µM; 0.17% of 370,000 active; AID 651957;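 active = inhibition above the mean inhibition of all tested compounds plus 3 SD, set per campaign, cut at about 52% in these data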;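 also: 0% = DMSO treated cells and 100% = cells given Gossypol at 36 µM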
The depositor's hits bear a star; nt = no result given. Not all compounds are listed; rates above refer to the full screens.

NR5A2 inv ag	COUP-TFII inh	NOD2 RIPK2 PPI	EBV LMP1 NFkB	MC4R antag cAMP	NCOA3 inh	MC4R ag barr	TLR9-MyD88 inh	NCOA1 inh	ABHD5-PLIN5 inh	SRC2 inh	Molecule
8.7	-3.1	4.1	-1.2	3.6	14.4	0.7	5.7	2.4	-3.9	2.2	COc1ccc(NC(=O)CC23CC4CC(C2)CC(n2nnc(C)n2)(C4)C3)cc1
0.3	-13.3	-3.6	-8.2	-4.9	11.1	-2.4	0.0	-6.5	2.6	-8.6	COc1ccc(C(=O)NCc2nnc(SCC(=O)N3CCOCC3)o2)cc1
28.8	5.8	5.6	-0.6	-4.7	19.8	-1.9	8.8	0.9	2.1	-2.7	O=C(NCCN1CCOCC1)C(=O)NCc1ccco1
-32.3	-9.3	-1.2	-20.7	1.9	-21.5	-0.1	-3.9	-28.5	14.5	-27.5	CC(=O)c1cccc(OCc2cc(C(=O)N(C)Cc3ccc(C)o3)no2)c1
11.2	-0.9	-0.4	3.7	21.4	3.9	0.2	-11.2	-4.3	-6.1	-21.9	Nc1cccc(Nc2ncnc3ccccc23)c1
3.1	2.7	-2.2	5.0	2.7	2.4	-2.7	-4.8	-6.0	2.5	-7.4	CCOC(=O)c1nnc(-c2cccs2)nc1Oc1ccccc1C(=O)OC
12.2	2.7	-3.8	-5.1	5.2	9.6	-0.6	17.8	-11.6	9.4	7.5	COc1ccc(CNC(=O)C2CCN(S(=O)(=O)N3CCCCC3)CC2)c(OC)c1
-12.7	-3.7	-12.8	-2.2	-2.7	8.6	-0.8	5.6	-10.6	-2.9	-22.7	CC1CN(C(=O)COC(=O)c2ccc(S(=O)(=O)N(C)C)cc2)CC(C)O1 (configuration not stated)
6.3	7.8	-7.7	4.2	0.0	-12.2	1.1	11.7	-9.4	-4.3	-9.1	O=C(Cn1ncc2c1-c1ccccc1OC2)N1CCN(c2ccccn2)CC1
-15.7	-10.8	-5.8	-9.8	-0.1	-17.1	0.8	-6.3	-30.1	0.1	-9.2	O=C(c1cc2ccccc2oc1=O)N(Cc1cccs1)Cc1ccccc1Cl
-5.3	10.7	-6.2	-3.4	0.4	3.1	-2.6	-7.3	-0.6	-6.4	-17.2	CC(C)CC(=O)Nc1cccc(NC(=O)c2ccccc2Cl)c1
-81.9	-2.8	-7.4	-25.0	-10.1	-1.1	-0.7	4.7	-51.3	1.8	4.6	CN(C)c1cccc(C(=O)n2cc(C(=O)c3cc(F)ccc3O)cn2)c1
4.3	4.8	-2.3	-7.5	6.9	7.6	-1.0	-2.6	-5.5	-5.0	0.6	O=C(NC(Cc1ccccc1)C(=O)O)/C(=C/c1ccccc1)NC(=O)c1ccc(Br)o1 (configuration not stated)
5.7	9.8	-1.9	3.4	3.6	16.4	1.2	-1.8	-9.8	-9.3	6.2	CCOc1ccc(S(=O)(=O)NN=C2CCN(C(C)=O)CC2)cc1
-30.8	-3.7	-6.0	-4.4	2.1	-3.8	-0.3	-3.9	-30.7	-2.1	3.5	CCc1noc(C)c1C(=O)Nc1nc2c(F)cc(F)cc2s1
-6.8	-13.0	5.3	1.5	7.6	10.2	-0.7	-5.3	4.6	4.3	-6.0	Cc1ccc(-c2nc3ccccc3c(=O)n2-c2c(C)n(C)n(-c3ccccc3)c2=O)cc1
4.2	14.1	-2.2	-3.8	-2.7	8.3	-0.4	7.7	-0.9	-3.2	-20.3	Cc1cc(Cl)c(S(=O)(=O)Nc2ccon2)cc1OCC(=O)NC1CCCCC1
5.4	9.7	-5.9	-0.2	-8.1	-5.7	-1.0	-9.7	7.9	-0.1	3.1	CCc1nnc(NC(=O)CCC(=O)NCC2CCCO2)s1 (configuration not stated)
-29.9	-21.4	-6.8	-0.5	-4.5	-4.6	2.1	7.5	-46.3	1.0	-7.1	CCN(CC)c1ccc(/C=N\NC(N)=O)cc1
-9.5	-2.6	-1.7	-5.1	0.1	-7.7	0.2	-9.2	-78.2	-1.5	28.2	CSc1ccc(CN2CCCN(C)CC2)cc1
19.0	0.8	8.6	0.6	-3.5	-22.3	-1.6	11.5	6.7	3.7	-11.5	CCOc1ccc(NC(=O)NNC(=O)c2ccc(CC)s2)cc1
8.4	6.9	3.0	7.4	-0.3	16.6	-2.0	2.8	10.0	1.1	-2.1	COC(=O)CSc1nccc(-c2cccs2)n1
3.2	-15.9	-3.4	-4.5	4.7	-7.6	-1.6	-7.5	1.7	-3.7	8.1	CCN(CC(=O)NCc1ccccn1)S(=O)(=O)c1ccc(Cl)cc1
12.3	18.3	-1.7	5.3	5.5	13.0	-3.8	-2.0	-45.3	-0.9	-16.9	Cc1ccc(S(=O)(=O)CCC(=O)OCC(=O)N2CCN(S(=O)(=O)c3ccccc3)CC2)cc1
8.0	9.4	-1.3	-1.3	19.4	4.3	-1.1	-19.3	-21.2	6.3	-12.8	O=CN/C=C/c1cc(O)ccc1O
-21.6	-0.8	3.2	-6.9	-6.6	1.2	0.3	-3.0	3.3	5.3	-0.1	CCOC(=O)C1=C(C)N(C[C@@H]2CC[C@@H](Cc3ccc(-c4ccccc4)cc3)O2)C(=O)NC1c1ccc(-c2ccccc2)cc1 (some centres not stated)
15.4	-1.8	-6.6	4.5	-3.0	-10.6	-0.5	-6.4	0.5	5.4	4.6	CC(/C=N/n1cnnc1)=C\c1ccco1
0.1	3.7	-10.3	nt	nt	nt	nt	nt	nt	11.2	1.6	C=CCOC(=O)Nc1nc(CCNC(=O)OC(C)(C)C)c(C(=O)O)s1
-15.5	-8.4	-1.2	-19.0	5.7	-25.5	-3.2	1.5	-30.5	-8.9	-35.3	CCCN(Cc1nnc(-c2ccccc2Cl)o1)C(=O)c1cc2ccccc2o1
1.8	-14.3	-2.5	-5.6	1.1	-2.4	-2.9	4.0	-6.7	-3.8	3.9	Clc1ccc(-n2nnnc2SCc2cn3ccccc3n2)cc1
-5.4	-21.3	7.9	-5.5	2.2	-18.3	-0.6	-4.2	2.6	3.3	-12.8	O=C(COC(=O)c1cccs1)NCCN1C(=O)CSC1=O
8.5	14.4	2.0	2.2	22.6	19.4	-0.5	2.0	19.1	1.7	-3.6	O=C(/C=C/c1ccco1)NC(=S)Nc1cc(C(F)(F)F)ccc1N1CCOCC1
-0.3	17.0	-9.8	0.9	2.3	9.2	-2.2	2.9	6.9	1.2	-2.1	COc1ccc(C(=O)Nc2cc(C)cc(C)c2)cc1S(=O)(=O)N1CCOCC1
-6.1	-6.3	0.5	-5.1	6.2	-0.8	-0.3	-14.9	-2.4	-4.1	0.5	C/C(=C\[C@@H](NP(=O)(c1ccccc1)c1ccccc1)c1ccccc1)CO[Si](c1ccccc1)(c1ccccc1)C(C)(C)C
7.0	0.4	-3.5	-13.0	-0.5	9.4	-0.1	2.8	6.1	-1.0	-9.6	CCOC(=O)CC(=O)CSc1ccc2nnc(-c3ccccc3)n2n1
-3.1	18.6	-2.2	-11.3	13.7	2.1	-2.9	-5.1	-11.1	-3.5	-17.5	O=C(O)CCN1C(=O)/C(=C2\C(=O)N(Cc3ccc(F)cc3)c3ccccc32)SC1=S
11.1	24.0	-3.4	2.0	-7.5	11.3	3.8	0.9	-3.3	4.5	-1.9	CCCN1CCN(S(=O)(=O)c2ccc3c(c2)OCCO3)CC1
-16.7	10.3	0.5	5.4	-5.9	-0.1	0.2	-12.9	1.9	2.9	0.1	CCc1ccc(OCC(=O)c2c(O)c3ccccc3oc2=O)cc1
-11.2	13.7	-0.1	-1.2	5.8	8.8	-2.0	-25.1	-2.1	3.8	-44.3	COc1cc(/C=C/C(=O)OCC(=O)N2CCC(C)CC2)ccc1OCC#N
-4.5	19.7	11.2	-3.6	6.1	0.3	12.5*	-8.7	-17.2	-6.9	-7.8	O=C(COn1nnc2ccc(Cl)cc21)NC12CC3CC(CC(C3)C1)C2
0.4	-2.6	-8.0	-4.8	26.5	-3.4	3.6	1.9	-6.8	-3.3	10.8	O=C(O)/C=C/c1cccc2c1OCCO2
21.0	9.7	3.7	-7.9	7.0	-1.5	3.5	-8.8	-8.2	11.1	-4.9	COCCOc1ccc(C(F)(F)F)cc1NC(=O)COC(=O)Cc1c[nH]c2ccccc12
-15.9	15.3	-4.3	-12.4	-3.2	1.5	0.7	5.9	0.5	-29.2	-11.2	Cc1ccc(NNC(=S)Nc2ccc(C(C)C)cc2)c(C)c1
-4.0	3.7	-12.6	1.7	-4.7	1.5	3.0	2.7	-15.9	13.8	-3.6	Cc1cnc(CNC(=O)c2ccc(OC3CCN(C(=O)C4CC4)CC3)cc2)cn1
20.2	9.3	0.1	-2.1	-8.5	-28.3	3.5	15.4	-18.1	-5.2	-0.2	CCOc1ccc(CC2S/C(=N/c3ccccn3)NC2=O)cc1 (configuration not stated)
18.2	13.8	3.5	-4.1	6.2	14.9	-2.5	6.7	-41.8	1.0	-22.8	O=C(CSc1nnc(C2COc3ccccc3O2)o1)Nc1ccc(F)cc1Cl (configuration not stated)

Just MC4R ag barr and SRC2 inh (2 entries from above):
smiles	MC4R ag barr	SRC2 inh
CCOc1ccc(CC2S/C(=N/c3ccccn3)NC2=O)cc1 (configuration not stated)	3.5	-0.2
O=C(CSc1nnc(C2COc3ccccc3O2)o1)Nc1ccc(F)cc1Cl (configuration not stated)	-2.5	-22.8
